MBD2 DNA inh = inhibitors of human MBD2 binding to methylated oligonucleotide; TR-FRET; inhibition, % at 4.4 µM; actives 0.31% (n = 370,000); Q9UBB5; in the data active = inhibition above about 13%
Target sequence (Q9UBB5 whole entry, looked up): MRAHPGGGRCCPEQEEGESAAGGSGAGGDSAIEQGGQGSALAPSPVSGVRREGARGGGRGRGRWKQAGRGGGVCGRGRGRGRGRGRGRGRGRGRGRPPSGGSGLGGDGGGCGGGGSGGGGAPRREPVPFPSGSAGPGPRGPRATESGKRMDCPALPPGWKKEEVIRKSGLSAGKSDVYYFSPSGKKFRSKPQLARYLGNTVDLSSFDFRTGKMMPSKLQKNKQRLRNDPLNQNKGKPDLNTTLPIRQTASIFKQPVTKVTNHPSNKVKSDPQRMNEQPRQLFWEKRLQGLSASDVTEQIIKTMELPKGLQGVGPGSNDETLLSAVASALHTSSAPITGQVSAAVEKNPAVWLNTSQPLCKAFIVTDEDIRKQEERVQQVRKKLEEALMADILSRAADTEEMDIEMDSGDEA
ABHD4 inh = ABHD4 (mouse) inhibition, primary FP screen; Q8VD66; purified mABHD4, FP-Rh probe fluorescence polarization; inhibition, % at 8.92 µM; actives 0.54% (n = 370,000); AID 720543;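 active = inhibition exceeding the mean over every tested compound plus 3 SD, cut at about 30% in these data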;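 also: 0% = plate median of compound wells and 100% = S159A mutant with DMSO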
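Test system: mABHD4 protein; Read-out basis: % inhibition; Incubation: 45 min + 60 min at 25 °C; Repeats: single replicate; Technique: fluorescence polarization with parallel and perpendicular emission, 525/598 nm; Compound: 8.92 µM, single dose; Benchmarks: full inhibition S159A mutant plus DMSO, zero as sample-well median.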
LEDGF integ inh = blocks HIV-1 LEDGF/p75-dependent DNA integration. TR-FRET IN-LEDGF/p75 DNA integration, Eu/Cy5. inhibition, % at 3.7 µM. actives 0.64% (n = 370,000);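 active = inhibition above the screen-wide mean plus 3 SD, cut at about 13% in these data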;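 also: signal is the Cy5 over europium emission ratio at 671 and 618 nm; 0% = plate median of compound wells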
SIAE inh = blocks human sialic acid acetylesterase. AID 1053197. actives 0.69% (n = 370,000). Q9HAT2. SIAE FP-Rh probe binding, fluorescence polarization. inhibition, % at 9.66 µM;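 active = inhibition above a cutoff: mean of compounds within the control limits plus 3 SD of those, cut at about 17% in these data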;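 also: 0% = plate median of compound wells and 100% = probe without SIAE protein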
Target sequence (Q9HAT2 whole entry, looked up): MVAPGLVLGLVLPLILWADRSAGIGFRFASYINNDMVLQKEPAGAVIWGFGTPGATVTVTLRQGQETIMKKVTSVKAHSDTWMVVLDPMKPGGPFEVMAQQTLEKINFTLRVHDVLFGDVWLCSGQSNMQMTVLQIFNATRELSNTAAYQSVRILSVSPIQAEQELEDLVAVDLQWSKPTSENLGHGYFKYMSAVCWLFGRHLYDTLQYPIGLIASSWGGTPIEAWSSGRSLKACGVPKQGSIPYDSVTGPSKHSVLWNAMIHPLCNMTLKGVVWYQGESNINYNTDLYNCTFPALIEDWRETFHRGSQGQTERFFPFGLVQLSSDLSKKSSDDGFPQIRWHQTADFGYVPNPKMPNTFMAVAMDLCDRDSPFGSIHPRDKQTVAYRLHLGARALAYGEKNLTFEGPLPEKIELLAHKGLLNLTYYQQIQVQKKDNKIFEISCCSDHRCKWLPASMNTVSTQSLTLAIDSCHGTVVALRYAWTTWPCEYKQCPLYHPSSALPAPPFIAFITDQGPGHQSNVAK
rCAG RNA binder = binds r(CAG) RNA repeats | r(CAG) RNA repeat, TO-PRO-1 dye displacement fluorescence | actives 1.3% (n = 370,000) | inhibition, % at 3 µM | AID 651821;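 active = inhibition above the plate cutoff, the mean of all test compounds on that plate plus 3 SD, cut at about 35% in these data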;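 also: 0% = DMSO alone and 100% = 100 µM mitoxantrone as full dye displacement; higher means more dye released from RNA so lower well fluorescence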
TDP2 absorb = TDP2 (human) inhibition, absorbance primary screen; recombinant TDP2, T5PNP hydrolysis, p-nitrophenol absorbance 415 nm; inhibition, % at 12.8 µM; actives 0.34% (n = 370,000); AID 720702;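 active = inhibition above the mean of all tested compounds plus 3 SD, set per campaign, cut at about 25% in these data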;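 also: 0% = DMSO with enzyme and 100% = buffer with substrate but no TDP2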
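System: recombinant human TDP2 / Amount: 120 nM TDP2 per well / Also added: 5 mM T5PNP chromogenic substrate / Doses: 12.8 µM single point, 1% DMSO / Incubation: 2 h at 37 °C / Detection: p-Nitrophenol epi absorbance / Evaluation: % inhibition relative to enzyme-containing and enzyme-free wells / Repeats: singlicate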
NPR2 activator = GC-B (human) receptor activation | P20594 | HEK293-GC-B cells, CNP EC30, cGMP TR-FRET; 0% at EC30 CNP, 100% saturating CNP | activation, % at 10 µM | actives 0.11% (n = 370,000);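 active = activation at 10 µM reaching about 35% in either raw or pattern-adjusted values, limit read from the data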
PRMT1 inh = PRMT1 (human) inhibition, primary screen; actives 1.3% (n = 370,000); Q99873; recombinant PRMT1, activity-based probe fluorescence polarization; inhibition, % at 2.79 µM; AID 652257;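 active = inhibition above about 21% made by adding two undisclosed values, limit read from the data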
HTRA1 inh = blocks human HTRA1 serine peptidase | actives 0.5% (n = 340,000) | recombinant HTRA1, FP-rhodamine activity-based probe, fluorescence polarization | AID 504803 | inhibition, % at 5.96 µM | Q92743; in the data active = inhibition above about 36%;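 also: 0% = enzyme with DMSO and 100% = wells lacking enzyme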
TCR CD3 inh = blocks the human TCR-CD3 interaction; actives 0.37% (n = 360,000); inhibition, % at 9.4 µM; TAMRA-labeled TCR probe fluorescence, biochemical; in the data active = inhibition above about 19%;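 also: recombinant mutant TCR 2C K166C tagged with TAMRA read by polarization; 0% = receptor in buffer alone and 100% = receptor with positive control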
Active calls of the source: *; . = not tested or not shown.

Compound	HTRA1 inh	TDP2 absorb	PRMT1 inh	rCAG RNA binder	MBD2 DNA inh	SIAE inh	ABHD4 inh	LEDGF integ inh	NPR2 activator	TCR CD3 inh
CN(Cc1ccco1)C(=O)CSc1nc(C2CC2)n(-c2ccccc2)n1	0.1	4.4	1.4	-3.1	3.0	0.0	-1.3	-2.2	3.6	1.9
CCOC(=O)Cn1c(-c2ccccc2)cc(SC)c(C#N)c1=O	-13.8	-4.9	1.4	-1.6	-6.0	-12.8	-1.9	1.4	-2.5	5.6
COc1cc2c(cc1OC)C(c1ccc([N+](=O)[O-])cc1)NC(=O)C2 (stereo not given)	-16.2	4.8	3.5	-1.7	1.6	1.8	6.0	-2.7	0.0	0.4
Oc1ccc(CNCC2COc3ccccc3O2)cc1 (stereo not given)	-3.0	5.1	-0.7	2.3	0.5	-0.1	13.4	2.5	-2.5	-1.4
CCn1c(SCC(=O)Nc2ccccc2OC)nc(O)cc1=O	9.2	8.3	2.1	17.3	0.1	7.5	-3.2	-4.8	3.1	-3.4
O=C(OCc1ccccc1Cl)c1cccnc1Cl	-3.0	-22.3	-1.6	-0.4	-0.7	-13.5	-9.7	3.4	2.1	3.4
COc1cccc(NC(=O)Cn2c(CCC(=O)O)ccc2-c2cccs2)c1	-10.6	-1.2	1.6	13.4	3.4	13.6	-5.1	-0.1	-3.2	4.6
Cn1nc(N)c2c(-c3ccc(Cl)cc3)c(C#N)c(N)nc21	4.0	4.0	-3.2	-3.5	-0.8	-4.8	-5.7	-1.3	1.3	4.0

3 entries out of the list above, arranged by their value in TDP2 absorb, smallest number first:
SMILES,HTRA1 inh,TDP2 absorb,PRMT1 inh,MBD2 DNA inh,SIAE inh,ABHD4 inh,LEDGF integ inh,NPR2 activator,TCR CD3 inh
O=C(OCc1ccccc1Cl)c1cccnc1Cl,-3.0,-22.3,-1.6,-0.7,-13.5,-9.7,3.4,2.1,3.4
Cn1nc(N)c2c(-c3ccc(Cl)cc3)c(C#N)c(N)nc21,4.0,4.0,-3.2,-0.8,-4.8,-5.7,-1.3,1.3,4.0
CN(Cc1ccco1)C(=O)CSc1nc(C2CC2)n(-c2ccccc2)n1,0.1,4.4,1.4,3.0,0.0,-1.3,-2.2,3.6,1.9

The list continues:
Compound	HTRA1 inh	TDP2 absorb	PRMT1 inh	rCAG RNA binder	MBD2 DNA inh	SIAE inh	ABHD4 inh	LEDGF integ inh	NPR2 activator	TCR CD3 inh
CC(C)(C)NC(=O)NC(=O)COC(=O)CNC(=O)c1cccc(F)c1	4.1	6.5	-2.7	1.2	0.5	4.7	-0.1	-0.3	-9.2	-0.9
O=C1CC(O)(C(F)F)Oc2ccc3ccccc3c21 (stereo not given)	-3.3	7.5	-0.5	-1.0	7.2	-5.9	10.9	4.5	1.9	-1.5
CSc1ccccc1-c1ccc2nccn2c1	.	4.3	-1.1	3.9	0.9	0.9	-2.6	1.8	0.3	3.2
O=C(COc1ccc2c3c(c(=O)oc2c1)CCC3)N[C@@H](Cc1ccccc1)C(=O)O	6.6	-5.0	-1.3	8.4	3.6	2.6	-1.9	1.6	3.6	10.9
COc1ccc(CN2C(=O)CN(S(C)(=O)=O)CC2(C)C(=O)NCc2ccccc2)cc1OC (stereo not given)	.	-2.2	-1.6	2.2	0.4	-0.3	2.3	-0.3	0.9	2.5
CS(=O)(=O)N1CCN(c2ccc([N+](=O)[O-])c(SCc3ccco3)c2)CC1	.	-14.3	33.0*	14.3	-0.4	4.4	2.2	3.9	-0.5	0.5
O=C(c1ccc(Br)o1)N(c1ccc(Br)cc1)C1C=CS(=O)(=O)C1 (stereo not given)	-5.5	-9.2	12.0	-2.0	10.1	-11.1	-7.5	-1.4	-0.6	-3.2
COc1ccc(NC(=S)Nc2nc(CC(=O)Nc3ccccc3OC)cs2)cc1	-18.6	-6.6	1.3	23.0	-2.6	21.1*	-6.2	-3.7	-13.3	4.2
COc1ccc(CCN(Cc2cccs2)S(=O)(=O)c2ccc(-n3cnnn3)c(OC)c2)cc1OC	4.1	9.6	1.3	6.7	1.1	-10.6	0.6	1.4	-0.5	0.5
CC(=O)c1ccc(NC(=O)Nc2ccc(Br)cc2C)cc1	-7.0	-19.3	10.3	4.9	6.5	-15.6	-10.2	-7.3	.	-2.8
O=C(Nc1ccc(S(=O)(=O)N2CCOCC2)cc1)c1ccc(F)cc1	-1.2	18.5	-2.7	-1.2	-2.1	-1.1	0.6	-3.9	-9.3	0.2
CCc1noc(C)c1C(=O)N1CCCC(CCC(=O)NCc2ccc(F)c(F)c2)C1 (stereo not given)	6.8	3.5	-4.7	-5.3	-3.3	-4.2	-10.7	0.8	3.7	5.7
COC(=O)Cc1c(C)c2ccc(OC3CCCCC3=O)cc2oc1=O (stereo not given)	7.8	-10.6	6.3	-0.8	10.5	-1.5	-15.0	-1.2	5.5	-7.8
O=C1Cc2cc(NS(=O)(=O)c3ccc(F)cc3)cc3c2N1CCC3	-0.5	6.2	4.7	6.5	0.4	5.9	12.5	-4.1	-1.7	-3.1
CN(CCOc1ccc(Cl)cc1)CC(=O)Nc1ccc(OC(F)F)cc1	-17.5	-5.6	2.6	-3.4	-3.3	-2.3	-12.9	2.0	-0.4	9.3
COc1cccc(CNc2nc3ccccc3n2C(C)C)c1O	2.5	-6.5	-3.5	-3.0	-3.0	12.4	3.9	4.1	2.3	2.0
O=C(c1ccccc1)c1nn(-c2cccc(Cl)c2)ccc1=O	.	-10.3	-6.0	0.5	-5.7	10.1	-6.1	9.6	-2.2	-2.8
CN(c1ccccc1C(=O)Nc1cccc([N+](=O)[O-])c1)S(C)(=O)=O	5.2	-8.0	0.7	4.9	-0.7	0.0	-2.0	0.6	1.8	-3.6
O=C(NNc1cc(Cl)cc(Cl)c1)c1c(F)cccc1Cl	-12.8	-9.6	-1.7	-2.4	5.2	2.0	-7.4	-2.2	0.8	0.0
Cc1ccccc1NC(=O)CSc1nc2cc3c(cc2cc1C)CCC3	-6.3	3.6	-1.0	0.6	2.6	-1.1	-2.8	-3.8	-6.7	2.3
COC(=O)CNC(=O)CN1C(=O)NC2(CCCc3ccccc32)C1=O (stereo not given)	7.9	-0.3	-0.8	-0.6	4.7	-0.3	-3.2	-0.4	0.9	5.2
O=C(OCCc1cc2ccccc2c(=O)o1)c1ccc(F)cc1	-9.8	-8.5	-1.8	-6.4	-1.4	2.1	0.9	-1.9	-5.6	5.4
COC(=O)c1cccc(S(=O)(=O)N(Cc2ccco2)Cc2cc3ccc(OC)cc3[nH]c2=O)c1	-0.8	-4.7	-3.0	5.3	3.9	-4.6	4.5	4.0	3.0	2.9
Cc1ccsc1/C=N/N=C/c1sccc1C	-3.7	-7.5	2.5	-4.0	-0.5	-8.9	0.6	-1.4	-0.8	1.6
COc1ccc(N2CC(NC(=O)c3ccc4ccccc4c3)CC2=O)cc1OC (stereo not given)	-8.0	6.8	-2.1	-4.2	0.6	7.4	-0.8	-1.9	-9.2	6.1
CCCCN1C(=O)C(CC(=O)NCCCCc2ccccc2)CC(C(=O)N2CCCCCC2)=C1C (stereo not given)	.	2.7	1.0	-1.7	4.3	1.1	8.2	-1.7	-0.6	-7.2
CCn1c(=O)c(C(=O)NCc2ccccc2OC)c(O)c2ccccc21	7.0	5.8	0.2	1.5	0.0	5.6	-2.9	3.4	5.8	9.4
CCCCn1c(N)c(N(CCOC)C(=O)c2ccc(Cl)c(S(=O)(=O)N3CCCC3)c2)c(=O)[nH]c1=O	-1.5	13.1	-4.1	1.4	-3.2	5.6	-4.0	2.2	0.5	5.8
Cc1nnc(NCc2n[nH]c(=O)c3ccccc23)c2ccccc12	-1.0	4.4	-1.4	-0.3	-2.2	2.9	-5.8	-0.3	-2.5	-1.4
CCCOC(=O)CC1C(=O)NCCN1Cc1ccc(F)cc1 (stereo not given)	12.1	4.0	2.4	1.0	3.5	-0.1	4.8	6.2	6.5	-3.1
COc1ccc(CNC(=O)COC(=O)c2c(NC(C)=O)sc(C)c2C)cc1OC	-2.1	9.3	3.1	2.0	0.9	10.0	6.1	-2.0	-2.7	1.8
COC(=O)c1ccc(CNC(=O)Cn2cnnn2)cc1	2.2	10.7	1.6	-1.7	2.5	4.2	3.8	-4.3	3.5	-2.9
O=C(Nc1nc2cc3c(cc2s1)OCCO3)C1=COCCO1	3.8	-15.2	-2.3	0.7	5.0	-3.2	4.2	5.4	3.6	3.8
CCOC(=O)c1c(NC(=O)CSc2nccc(=O)[nH]2)sc(C)c1C	-5.3	-7.2	-1.6	8.2	-1.3	-7.4	-3.7	3.9	6.1	-0.5
COc1ccc(-c2ccc3nccn3c2)cc1	.	6.9	2.0	8.0	-1.8	-2.6	-6.8	-2.6	-0.2	-14.1
CN1CCN(c2ccccc2NC(=O)COc2ccc(Br)cc2)CC1	-7.0	-11.6	-2.6	-8.4	7.9	7.9	-7.9	1.5	-18.9	-9.3
OCC1CCCN(C(=S)Nc2ccc(Oc3ccccc3)cc2)C1 (stereo not given)	-5.1	0.3	6.3	0.2	-1.8	-0.8	0.6	-3.2	1.6	-4.0
O=c1cc(CN2CCOCC2)nc(C2CC2)[nH]1	10.7	-15.8	-1.8	-3.5	-4.3	11.6	0.6	-3.2	0.9	0.4
COc1ccc(NS(=O)(=O)c2cc(NC(=O)c3cc(F)c(F)c(F)c3F)ccc2N2CCCC2)cc1	-2.1	21.1	-1.7	0.6	-3.1	10.6	4.7	-1.1	-8.0	1.1
Cc1ccc(-c2nc(C)sc2CC(=O)NCc2ccco2)cc1	-3.3	0.7	4.5	4.3	1.2	-3.5	3.0	-1.1	-5.8	2.0
CC(C)[C@H](NC(=O)c1cc2cc(Cl)ccc2n1C)C(=O)N[C@@H](C(=O)O)c1ccccc1	-0.1	-0.8	-1.4	33.0	2.4	2.5	-1.2	-1.1	2.1	5.5
COc1ccc(-n2c(=O)c3ccccc3c3ccccc3c2=O)c(OC)c1	2.9	-4.9	-1.9	7.9	3.0	-0.8	-0.8	-4.3	-17.0	1.1

From PubChem

A portion of the library (hit frequency here may not be typical).
